# T cell modulator – modulators of CD8 T cell-vesicle binding, primary screen, mouse 2C CD8+ T cells, flow cytometry; 2C CD8+ T cell-vesicle binding; stronger effect = lower value; calls only at 7 µM; 0.068% of 330,000 active; AID 2052, 2009;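 active = response, share of CD8 T cells binding vesicles, and their 90th percentile fluorescence all below set limits, cut at about 80% in these data, passing the limit was not always enough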
#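 System: murine 2C transgenic CD8+ T lymphocytes; also added: QL9-loaded Drosophila micro-vesicles; times: binding 1.5 h at 37 °C; measured by: flow cytometry, PE anti-B7-1 (FL2) versus Alexa647 anti-CD8 (FL8), PFA-fixed; control set: Peptide-free naked vesicles (low) and QL9 vesicles with 0.7% DMSO vehicle (high)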
# Lipid droplet – inhibitors of hepatocyte lipid droplet formation, primary screen, imaging, high-throughput imaging, BODIPY stain. 0.4% of 240,000 active. AML12 mouse hepatocytes, oleate lipid droplets. inhibition, % at 6.5 µM. AID 1656, 2009;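 active = lipid droplet intensity inhibited by at least 50%, with more than 500 cells counted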
#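 Material: mouse AML12 hepatocyte cell line, fixed after treatment; Timing: compound with oleate, overnight; Technique: high-content imaging of BODIPY-stained droplets and DAPI nuclei; Probe or stimulus: oleate, 100 µM final; Dosing: compound at 6.5 µM only.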
# Autophagy mod – autophagy modulators in MEF cells, primary screen, imaging, high-content, MEF GFP-LC3; MEF GFP-LC3 puncta imaging; test concentration mostly 10 µM; calls only at 10 µM (by protocol); 0.98% of 190,000 active;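 active = percentage of spot-positive cells more than 3 SD above its plate mean, without a fluorescence outlier flag or 80% toxicity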;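 also: spot-positive cell cutoff set from DMSO-treated cells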
# Salmonella PhoP GFP – inhibitors of PhoP regulon expression, primary screen, Salmonella Typhimurium, GFP reporter (AID 1863). S. Typhimurium PhoP-regulated promoter GFP reporter, 4 h; higher % means a stronger effect. inhibition, % at 50 µM; hits with a dose series show IC50 in µM. 0.16% of 300,000 active;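 active = inhibition over 29.93%, a cutoff 3 SD above the screen mean, later confirmed by dose response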;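 also: 0% = low Mg2+ inducing control and 100% = high Mg2+ repressing control; strong numbers were not always called active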
# bCat nuc transl – modulators of beta-catenin nuclear translocation, primary screen, imaging, HeLa cells, immunofluorescence, high-content; nuclear translocation activity, % at 5 µM; 0.3% of 190,000 active;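 active = nuclear translocation activity above 50% at 5 µM, with a well cell count of 50 or more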;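 also: per-cell ratio of nuclear to cytoplasmic median beta-catenin stain intensity; plate controls were DMSO negative control for no effect and GSK-3 inhibitor IX positive control for full effect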
#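 assay system = human HeLa cells, endogenous beta-catenin | times = compound treatment 24 h, 37°C, 5% CO2 | detection = Anti-beta-catenin immunofluorescence on PFA-fixed, Triton-permeabilized cells, DAPI nuclei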
# Dynein transport – inhibitors of GR-EGFP nuclear translocation, primary screen, dynein cargo transport inhibitor project, imaging, high-content, 3617.4 mouse cells | test concentration mostly 20 µM; stimulated with dexamethasone, 1 µM; stronger effect = lower value | z-score, hits read low | 0.47% of 220,000 active | AID 1381, 2008;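 active = plate z-score of nuclear minus cytoplasmic receptor signal below a set negative limit, without overly bright fluorescence or cell loss, cut at about -3.5 in these data, passing the limit was not always enough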;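 also: z-score of nuclear minus cytoplasmic ring GR-EGFP intensity difference per well; some compounds called inactive have numbers as strong as hits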
#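 medium = tetracycline-free induction medium containing charcoal-stripped FBS | also added = 1.0 µM final dexamethasone stimulus | schedule = 48 h induction, 1 h compound, 30 min dex at 37 °C | technique = fixed, Hoechst-stained cells imaged at 10x for EGFP | measure = GR-EGFP nuclear translocation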
# CSM14.1 death rescue – rescue of cells from ER stress-induced death, primary screen, 384-well, CSM14.1, thapsigargin, ATP luminescence (AID 1222). one-dose cellular ATP content (survival), % at 20 µM; EC50 in µM for titrated hits. CSM14.1 thapsigargin-induced death rescue, ATP luminescence; higher % means a stronger effect. 190,000 tested, under 10 active;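 active = EC50 below 50 µM in the dose-response confirmation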;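 also: death triggered by thapsigargin at about 15 µM added after 2 h compound pretreatment; cell ATP read after overnight thapsigargin exposure of roughly 18 to 22 hours; normalized against plate controls of thapsigargin alone and 5% DMSO vehicle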
# Insulin prom up – insulin promoter activators in MIN6 cells, imaging, high-content screening, mouse beta cells | MIN6 insulin promoter-GFP reporter; stronger effect = higher value | z-score at 5 µM | 0.3% of 190,000 active | AID 1625, 2009;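 active = z-score above 3 at 5 µM with at least 500 cells counted in the well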
# MT stabilize HCS – microtubule stabilizers in HeLa cells, primary screen, imaging, high-content imaging | 0.83% of 200,000 active | AID 2205, 2009 | % tubulin-high responders, % at 10 µM | HeLa tubulin immunostaining HCS, 24 h; share of cells brighter than vehicle mean+2SD;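 active = plate Z-score above 3 for both tubulin-high and condensed-nucleus cell shares, with cell loss under 80%, at 10 µM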;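 also: anti alpha tubulin signal scored within the nucleus-defined area of each cell; some results filed as inactive read as strong as hits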
# Dynein transport cytoplasmic EGFP – recorded beside Dynein transport, whose call it bears; z-score; measured here: cytoplasmic GR-EGFP intensity; stronger effect = higher value
# Dynein transport nuclear GR-EGFP – recorded beside Dynein transport, whose call it bears; z-score; measured here: nuclear GR-EGFP intensity;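 lower value marks the stronger effect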
# Dynein transport cell count – also measured in Dynein transport; calls as there; z-score; measured here: cell count per field
# Insulin prom up cell count – recorded beside Insulin prom up, whose call it bears; cell count; measured here: cytotoxicity, nuclei count;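 total cells summed across four imaged fields per well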
# Lipid droplet cells 6.5 µM – recorded beside Lipid droplet, whose call it bears; cell count; measured here: cell count, cytotoxicity flag;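 cells counted across two imaged fields per well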
# bCat nuc transl cell count 5 µM – recorded beside bCat nuc transl, whose call it bears; cell count; measured here: cell count, cytotoxicity flag
# T cell modulator vesicle-bound % – recorded beside T cell modulator, whose call it bears; double positive events, %; measured here: CD8+ vesicle-bound cell fraction;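 binding gate set so that unloaded-vesicle control wells show 10% double positive cells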
# MT stabilize HCS Hoechst-high % – recorded beside MT stabilize HCS, whose call it bears; % Hoechst-high responders; measured here: nuclear condensation Hoechst responders;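 share of cells brighter than vehicle mean plus two SD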
# MT stabilize HCS cytotoxicity % – second read-out of MT stabilize HCS, no call of its own (marks repeat the call); toxicity, %; measured here: cytotoxicity by cell density;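 0% = mean cell density of plate MIN control wells and 100% = no cells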
# Autophagy mod cell loss 18 h – also measured in Autophagy mod; calls as there; toxicity, %; measured here: cell loss, nuclei count;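 cell loss after 18 h compound exposure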
# An asterisk follows results filed as active; i = inactive; . = not tested or not shown; + = active, no number; & = joins results of further samples; ! = a repeat was not active.
SMILES,T cell modulator,T cell modulator vesicle-bound %,Lipid droplet,Lipid droplet cells 6.5 µM,Autophagy mod,Autophagy mod cell loss 18 h,Salmonella PhoP GFP,bCat nuc transl,bCat nuc transl cell count 5 µM,Dynein transport,Dynein transport cytoplasmic EGFP,Dynein transport nuclear GR-EGFP,Dynein transport cell count,CSM14.1 death rescue,Insulin prom up,Insulin prom up cell count,MT stabilize HCS,MT stabilize HCS Hoechst-high %,MT stabilize HCS cytotoxicity %
COc1ccc(CNC(=O)Cn2cc3c(n2)CCCCC3)cc1,i,41.7,-5.5,567,i,-3.2,11.3%,3.1,1068,0.638,0.238,0.577,0.698,.,-0.92,1365,3.7,2.3,11.0
CCN(CC)c1ccc(C(=O)N/N=C(\C)c2ccc(OC)c(OC)c2)cc1,i,13.7,4.2,674,i,-3.2,-3.7%,-0.6,1133,0.114,-0.262,0.111,-0.00108,-3.3%,-0.23,1502,6.4,2.8,8.1
c1cc(-c2nnc3n2CCCCC3)ccn1,i,39.0,.,.,i,8.5,-1.5%,2.0,1190,1.74,-0.187,0.976,-0.828,1.2%,0.12,1267,2.2,1.2,2.7
CC1CCC(C(C)C)C(OC(=O)Cn2c(-c3ccc(Br)cc3)[n+](C)c3ccccc32)C1 (stereo unspecified),i,35.5&30.1,-16.2&-0.1,697&656,+!,12.1*!,1.5%&10.0%,-3.6&1.8,942&990,0.654&0.0511,1.38&1.75,1.05&0.317,-6.56&-4.16,-3.8%&3.9%,-1.86&-2.55,629&981,3.1&8.9,2.5&2.0,9.3&16.7
COc1ccc(CCNC(=O)Cc2ccc3c(c2)OCO3)cc1OC,i,10.0,1.7,645,i,-1.5,-8.1%,1.0,917,-0.368,-0.268,0.174,0.548,-1.9%,.,.,3.2,3.4,5.7
c1ccc(C(c2ccccc2)N2CCN(c3nc4ccccc4n4cnnc34)CC2)cc1,i,36.6,.,.,i,12.4,-12.4%,-1.2,1431,0.827,-0.168,0.727,-0.149,-2.3%,-1.38,992,2.2,1.3,5.9
COc1ccccc1/C=C/C=N/NC(=O)c1cc(-c2ccc(C)o2)[nH]n1,i,42.3,4.0,692,.,.,-1.4%,8.1,1059,-0.555,-0.252,-0.281,0.0302,.,-0.17,1371,.,.,.
O=C(O)c1cccnc1SC1CC(=O)N(c2cccc3ccccc23)C1=O (stereo unspecified),i,39.9,3.8,717,i,5.0,1.4%,2.7,892,1.51,-0.291,-0.00334,-0.94,-1.6%,0.34,1543,2.0,1.5,1.4
CCOC(=O)N1CCc2c(sc3c2C(=O)NC(c2ccccc2)N3)C1 (stereo unspecified),i,5.2,.,.,i,5.7,-2.2%,133.5*,886*,-1.03,-0.0123,-0.507,1.19,-1.1%,0.16,1374,21.6*,30.7*,52.7*
Cc1ccc(NC(=O)CNc2ccc(OC(C)C)cc2)cc1,i,27.0,12.8,782,i,-4.0,2.7%,.,.,-0.259,-0.118,0.0553,0.216,-0.4%,.,.,3.6,1.9,9.0
CCOCCn1c(COc2ccc(C)cc2)nc2ccccc21,i,49.3,-24.9,770,i,-39.4,16.0%,0.1,529,0.696,-0.168,1.48,-1.37,-6.7%,-0.28,1255,3.2,2.2,3.7
Cn1c(=O)cc(OCC(=O)NCCC2=CCCCC2)c2ccccc21,i,60.8,-37.0,734,i,1.7,1.8%,0.2,1073,-0.468,-0.284,-0.394,0.7,-1.0%,-0.57,1287,1.2,1.4,7.5
CCOC(=O)C1CCN(c2nc3c(C)cccn3c(=O)c2/C=C(\C#N)S(=O)(=O)c2ccccc2)CC1,i,18.4,22.5,684,.,.,-7.7%,0.5,1238,-0.0554,-0.286,-0.296,1.53,.,-0.26,1329,.,.,.
N#Cc1cc2cc3ccccc3nc2n2c(=O)c3ccccc3nc12,i,49.1,4.3,686,i,2.9,-6.7%,2.3,1092,1.73,3.32,1.1,0.942,-2.3%,0.19,1308,3.1,2.2,1.5
O=C(O)CCSc1nnc(COc2cccc3cccnc23)n1-c1ccccc1,i,31.0,8.4,656,i,15.4,-7.2%,-1.7,1008,-0.0626,-0.256,0.111,0.624,-1.1%,-0.22,1634,3.2,2.1,0.5
Cc1ccnc(N2C3CCC2CC(O)(c2ccccc2)C3)n1 (stereo unspecified),i,7.6,-8.1,741,i,16.9,1.8%,-2.8,1014,0.458,-0.167,0.451,-0.14,-0.5%,.,.,3.2,1.1,1.2
CNc1ccc(Br)cc(C(=O)/C=C/c2ccc(OC)cc2)c1=O,i,51.5,-23.9,634,i,-13.1,-14.9%,7.9,554,-0.461,-0.149,-0.432,0.213,-0.3%,0.4,1287,2.5,5.2,5.7
O=C(Nc1ccccc1)C1=C[C@@H](c2csc3ccccc23)C[C@@H](OCc2ccc(CO)cc2)O1,i,36.8,-1.7,691,i,12.8,-4.8%,16.3,883,-0.543,-0.272,0.0281,0.399,2.3%,-0.22,1330,19.4,9.6,25.3
CC12CN3CC(C)(CN(C1)C3c1ccc3c(c1)OCO3)C2O (stereo unspecified),i,17.4,15.6,710,.,.,-2.5%,0.0,1278,-0.766,-0.243,-0.091,1.31,.,-0.6,1032,.,.,.
Cc1cc(C)nc(NC(=O)CSc2ncccn2)n1,i,6.7,-3.3,749,i,-16.1,2.5%,-0.5,995,-0.391,-0.182,-0.501,0.709,-1.4%,.,.,3.2,2.9,0.8
O=C(NCc1ccccc1)C1CCN(S(=O)(=O)c2ccc(Cl)cc2)CC1,i,48.6,11.1,733,i,-18.0,-2.9%,-1.3,1083,-0.053,-0.0116,0.0636,1.61,0.5%,-0.97,1378,2.6,2.0,5.2
COc1ccc(-c2cc(C(=O)Nc3cc(S(=O)(=O)N4CCOCC4)ccc3N3CCOCC3)c3ccccc3n2)cc1,i,37.3,21.4,646,i,9.8,-0.3%,2.0,1083,0.731,-0.267,0.625,0.357,-0.8%,-3.45,1104,4.4,1.0,2.2
Clc1ccc(OCCCn2cncn2)cc1Cl,i,34.6,-1.0,705,i,2.0,23.9%,-0.5,1044,-0.33,-0.239,0.0289,-0.544,-2.7%,-0.24,1561,1.2,1.3,2.0
Cc1nc(CN2CCCCC2)cc(=O)[nH]1,i,59.7,-7.3,705,i,3.0,6.5%,-1.8,1134,0.846,0.0824,0.723,-0.0984,0.1%,0.59,1513,4.5,2.7,6.7
O=C(N/N=C/c1cccc(NC(=O)c2ccc(Cl)cc2)c1)c1ccc(O)cc1,i,51.0,2.5,647,.,.,-3.3%,-0.7,1300,0.133,-0.196,0.726,-0.751,.,2.13,761,.,.,.
SMILES,T cell modulator,T cell modulator vesicle-bound %,Lipid droplet,Lipid droplet cells 6.5 µM,Autophagy mod,Autophagy mod cell loss 18 h,Salmonella PhoP GFP,bCat nuc transl,bCat nuc transl cell count 5 µM,Dynein transport,Dynein transport cytoplasmic EGFP,Dynein transport nuclear GR-EGFP,Dynein transport cell count,CSM14.1 death rescue,Insulin prom up,Insulin prom up cell count,MT stabilize HCS,MT stabilize HCS Hoechst-high %,MT stabilize HCS cytotoxicity %
COc1ccc(N2CCN(C(=O)COc3ccc4ccccc4c3)CC2)cc1,i,51.0,22.9,670,i,-1.6,19.6%,0.1,1050,0.822,0.273,0.643,-0.758,-2.8%,.,.,3.2,2.5,7.4
CCCC(C)NC(=O)Cc1ccc(Br)cc1 (stereo unspecified),i,51.7,-9.6,648,i,-2.6,-8.7%,-4.0,579,0.449,-0.216,0.413,-0.109,-1.1%,-0.15,1327,3.8,2.7,4.4
CCOC(=O)c1ccccc1NC(=O)COC(=O)C(CC(C)C)NC(N)=O (stereo unspecified),i,23.6,-11.9,657,i,2.2,0.8%,-1.2,1065,-0.29,-0.222,-0.541,0.465,-0.4%,-0.09,1353,2.1,1.8,6.8
CCOC(=O)c1cnc(SCC(=O)Nc2ccc(N3CCOCC3)cc2)nc1N,i,29.3,-2.5,731,i,-2.8,23.7%,0.9,1237,0.643,-0.0724,1.01,0.159,0.7%,-0.45,906,2.5,1.3,5.2
NS(=O)(=O)c1ccc(CCNC(=O)c2ccc3c(c2)OCCO3)cc1,i,61.8,3.3,748,i,-23.6,1.0%,-1.3,1115,-0.589,-0.325,-0.191,1.16,0.9%,.,.,2.0,1.5,1.1
O=C(NCc1ccco1)c1cc2nc(C3CC3)cc(C(F)(F)F)n2n1,i,59.7,-5.3,760,i,2.4,-1.8%,-3.6,1210,-0.605,-0.0828,-0.079,-0.0627,4.1%,-0.44,1230,3.4,2.0,3.1
Cc1nn(-c2ccccc2)c(Cl)c1/C=N/NC(=O)c1ccco1,i,33.5,.,.,i,0.4,-6.2%,.,.,0.357,-0.176,-0.0666,-0.883,-6.8%,.,.,3.3,1.6,1.2
